# Assay outcomes as filed in PubChem BioAssay.
# GPR55 beta-arrestin: GPR55 agonists via beta-arrestin recruitment, primary screen, imaging, U2OS cells, beta-arrestin-GFP redistribution (AID 1961). U2OS GPR55 beta-arrestin-GFP redistribution imaging; higher % means a stronger effect. actives 0.048% (n = 290,000). activation, % at 10 µM; hits with a dose series show EC50 in µM;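 active = activation above 40% with more than 50 cells counted in the well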;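 note: U2OS osteosarcoma cells stably expressing GPR55 and beta-arrestin-GFP; plate controls were DMSO negative control for no effect and LPI positive control for full effect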
# Yfh1-off respiration: mitochondrial function rescue without frataxin homolog – Friedreich's ataxia, plus single-dose screen, dose response (AID 1465). S. cerevisiae Yfh1-off respiration, WST-1 reduction, 72 h; higher fold induction means a stronger effect. fold induction at 50 µM; hits with a dose series show EC50 in µM. actives 0.074% (n = 220,000);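 active = fold induction of absorbance versus untreated yeast above a set limit, then at least 30% activation at any dose in follow-up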;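 note: activators that raise dye reduction in frataxin-depleted yeast; strong numbers were not always called active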
# TNAP activators: stimulation of alkaline phosphatase TNAP activity – biochemical, luminescent, no phosphate acceptor, uHTS, primary screen (AID 1001); purified TNAP, luminescent activation assay, no phosphate acceptor; higher activation fold means a stronger effect; actives 0.03% (n = 200,000); activation fold at 20 µM; hits with a dose series show EC50 in µM; in the data active = activation fold from about 3, or a potency from the dose series; inactive = the rest, 99 in 100 with activation fold below about 1.6; note: many of its hits are not listed in these tables
# NTR1 ag: NTR1-driven beta-arrestin-GFP spot formation – imaging, U2OS cells, high content, primary screen (AID 493036). P30989. actives 0.17% (n = 330,000). activation, % at 20 µM. agonist mode;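 active = activation at or above 40% of the spot to cytoplasm intensity ratio, with at least 20 cells analyzed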;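 note: 0% = DMSO without peptide and 100% = 100 nM NTR1 peptide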
# Target sequence (P30989 whole entry, looked up): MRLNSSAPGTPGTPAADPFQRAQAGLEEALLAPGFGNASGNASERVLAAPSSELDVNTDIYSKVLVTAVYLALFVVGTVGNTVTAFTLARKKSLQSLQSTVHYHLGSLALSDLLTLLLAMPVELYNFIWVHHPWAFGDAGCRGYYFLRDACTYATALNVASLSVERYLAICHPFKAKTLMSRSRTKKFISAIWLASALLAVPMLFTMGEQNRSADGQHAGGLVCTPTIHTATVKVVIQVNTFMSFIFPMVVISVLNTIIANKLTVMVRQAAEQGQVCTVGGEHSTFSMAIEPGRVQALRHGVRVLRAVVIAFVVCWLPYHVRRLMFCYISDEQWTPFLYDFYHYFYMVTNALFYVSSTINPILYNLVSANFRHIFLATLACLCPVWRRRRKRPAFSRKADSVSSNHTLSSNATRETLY
# KOR beta-arrestin-1: kappa opioid receptor activators – cell-based, luminescence, uHTS, primary screen (AID 1777) | one-dose activation, % at 10 µM; EC50 in µM for titrated hits | KOR beta-arrestin recruitment, luminescence; higher % means a stronger effect | actives 0.02% (n = 280,000); in the data active = activation above about 50%, passing the limit was not always enough; note: a part of the inactive calls stands beside numbers as strong as those of hits
# NOD1 inhibition: inhibition of NOD1-driven NF-kB reporter – cell-based, luminescence, uHTS, primary screen (AID 1578) | NOD1-driven NF-kB luciferase reporter cells, luminescence; higher % means a stronger effect | inhibition, % at 4 µM, or EC50 in µM where a hit was titrated | actives 1% (n = 290,000); in the data active = inhibition mostly above about 36%, no sharp cut-off; inactive = mostly below about 34%;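 note: HEK-293T reporter cells stimulated with the NOD1 agonist gamma-tri-DAP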
# ER stress rescue: protection against thapsigargin-triggered cell killing – 384-well, CSM14.1, ATP luminescence, primary screen (AID 1222). CSM14.1 thapsigargin-induced death rescue, ATP luminescence; higher % means a stronger effect. 190,000 tested, under 10 active. cellular ATP content (survival), % at 20 µM, or EC50 in µM where a hit was titrated;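 active = EC50 below 50 µM in the dose-response confirmation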;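 note: death triggered by thapsigargin at about 15 µM added after 2 h compound pretreatment; cell ATP read after overnight thapsigargin exposure of roughly 18 to 22 hours; normalized against plate controls of thapsigargin alone and 5% DMSO vehicle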
# HEK293 NOD2/NF-kB: NOD2 signaling inhibitors, cell-based, luminescence, uHTS, HEK293 (AID 1566) | HEK293 NOD2/NF-kB luciferase reporter, luminescence; higher % means a stronger effect | inhibition, % at 4 µM, or EC50 in µM where a hit was titrated | actives 0.63% (n = 290,000); note: many of its hits are not listed in these tables
# KOR beta-arrestin-2: kappa opioid receptor blockers – cell-based, luminescence, uHTS (AID 1778). KOR beta-arrestin recruitment, luminescence, antagonist mode; higher % means a stronger effect. one-dose inhibition, % at 10 µM; IC50 in µM for titrated hits. actives 0.091% (n = 290,000); note: strong numbers were not always called active
# NTR1 ag cell count 20 µM: recorded beside NTR1 ag, whose call it bears; cell count; measured here: cell count, cytotoxicity flag
# * = called active by the depositor; i = inactive; x = no result given; [ ] = dose if it differs, or a comment. Cut-off read from the data, not from the text of the source, unless noted: active = inhibition above about 50%; inactive = the rest. A portion of the library; count on the stated rates, not on these rows.
# Below each SMILES – GPR55 beta-arrestin, Yfh1-off respiration, TNAP activators, NTR1 ag, NTR1 ag cell count 20 µM, KOR beta-arrestin-1, NOD1 inhibition, ER stress rescue, HEK293 NOD2/NF-kB, KOR beta-arrestin-2
- COCC(C)NC(=O)CSc1nnc(-c2cccc(S(=O)(=O)N3CCCCC3)c2)o1 (configuration not stated)
  0.4%, i, 1.2, -0.2, 55, -7.3%, -5.7%, -0.7%, 14.4%, -3.2%
- COc1ccc(C2=NCN(c3ccc(C)cc3)C(=S)N2)cc1
  -0.1%, i, 1, 0.3, 45, -2.5%, -48.0%, -1.9%, -32.6%, 0.4%
- CN1CCN(CCc2nc3cc(NC(=O)COc4ccc([N+](=O)[O-])cc4)ccc3n2C)CC1
  -0.1%, x, x, -0.4, 75, -3.5%, -13.1%, x, 5.3%, 2.2%
- COc1cc(NC(=O)COC(=O)CNC(=O)c2ccc(C)cc2)c(C)cc1[N+](=O)[O-]
  -0.2%, i, 1.3, 0.5, 80, -0.4%, 2.4%, -0.3%, 12.9%, -26.4%
- COc1ccc(NS(=O)(=O)c2ccc(N3CCOCC3)c(NC(=O)c3ccccc3Cl)c2)cc1
  1.1%, i, 1, 0.4, 45, 10.2%, -12.3%, -0.9%, -2.9%, -7.0%
- CCC(=O)Nc1sc(C(=O)Nc2ccccc2OC)c(C)c1C(=O)OC
  -0.1%, i, 1, 3.7, 92, x, -12.4%, 2.3%, -11.6%, -276.6%[20 µM]
- Cc1nc(S(=O)(=O)c2ccc(Cl)cc2)c(NCc2ccccc2)o1
  0.3%, i, 1.1, -1.8, 73, -4.5%, 12.7%, -0.8%, 12.0%, 9.0%
- COc1ccc(CNC(=O)c2cc3cccc(O)c3oc2=N)cc1
  -0.1%, x, x, 3.7, 54, 2.6%, 11.9%, x, 15.0%, -22.5%
- O=C(NN=C1C2CC3CC(C2)CC1C3)c1ccccc1O
  -0.3%, i, x, -0.1, 59, -1.9%, -2.3%, x, 10.1%, 26.4%
- Cc1ccc(/C=C/C(=O)Nc2cccc(S(=O)(=O)N3CCOCC3)c2)o1
  0.6%, i, 1, -1.0, 67, -1.0%, 46.7%, 2.8%, 20.1%, -1.7%
- CCc1ccc(NC(=O)CCc2nc3ccccc3[nH]2)cc1
  -0.6%, i, 1.1, 0.9, 60, -2.1%, -35.2%, 0.8%, 22.2%, 0.1%
- COCCn1c(SCC(=O)NCC2CCCO2)nc2c(c1=O)SC(C)C2 (configuration not stated)
  -0.1%, i, 1.1, -1.5, 86, -5.8%, -16.8%, -3.9%, 7.4%, 26.5%
- CCCNC(=O)c1ccc(Cl)c(Cl)c1
  0.7%, i, 1.1, 0.4, 87, 0.1%, 5.1%, 0.3%, 4.2%, -12.0%
- O=S(=O)(NCCCO)c1ccc2c(c1)Cc1cc(S(=O)(=O)NCCCO)ccc1-2
  -0.1%, i, 1.1, -1.5, 51, -1.5%, -11.3%, -1.4%, 5.5%, -0.2%
- O=S(=O)(c1ccc(F)cc1)N1CCN(S(=O)(=O)c2cc(F)ccc2F)CC1
  0.4%, x, x, -0.3, 51, -1.6%, -24.7%, x, -7.3%, -1.5%[20 µM]
- Cc1c(C(=O)Nc2ccc(-c3nnc4n3CCCCC4)cc2)oc2ccc(Br)cc12
  0.3%, i, 0.9, 7.2, 88, 5.0%, 66.8%, 0.5%, 1.2%, 7.8%
- COc1ccc(N2CCN(C(=O)C34CCC(C)(C(=O)C3)C4(C)C)CC2)cc1 (configuration not stated)
  -0.1%, i, 1, -1.2, 59, -3.0%, 13.1%, 1.2%, -0.8%, -6.8%
- Cc1cccc(N2CC(C(=O)O)CC2=O)c1C (configuration not stated)
  -0.1%, i, x, 2.1, 54, 2.5%, 4.1%, x, 4.6%, -4.2%
- CS(=O)(=O)N1CCN(c2ccccc2NC(=O)c2ccc(-c3ccc(Br)cc3)o2)CC1
  -0.1%, i, 1, 6.5, 78, 2.5%, -21.7%, -2.7%, -61.8%, -32.7%
- COC(=O)c1ccc(Cn2cc(Cl)cn2)o1
  -0.2%, i, x, -0.7, 47, 0.6%, -3.4%, x, 13.2%, -17.5%
- COc1cc(OC)c(OC)cc1/C=C1/C(=O)N=C(N)N1C
  -0.5%, i, 1.2, 3.0, 43, 5.2%, -33.1%, -0.7%, 23.4%, -27.7%
- CC(=O)c1c(C)nn(-c2ccccc2)c1C
  -0.6%, i, x, 0.8, 49, 1.4%, -10.2%, x, 21.3%, 20.5%
- COc1ccc([N+](=O)[O-])cc1NC(=S)Nc1ccccc1
  0.2%, i, 0.9, -0.9, 48, 1.2%, 4.9%, -0.4%, 18.2%, -40.9%
- Cc1cc(N/N=C/c2cccc(Br)c2)nc2ccccc12
  -0.2%, i, 1.4, 23.1, 75, 1.3%, -37.1%, -2.6%, -109.1%, -21.0%
- Nc1ccc2nn(-c3cc([N+](=O)[O-])ccc3O)nc2c1
  -0.2%, x, x, 0.8, 62, 13.8%, 8.9%, x, 8.5%, 3.7%
- Cc1ccc(OCCNCC(O)COc2ccccc2)cc1 (configuration not stated)
  -0.1%, x, x, -0.3, 92, -5.2%, 6.5%, x, 21.8%, 10.4%
- COc1ccc(Cl)cc1N(CC(=O)NC1CC2CCC1C2)S(=O)(=O)c1ccccc1 (configuration not stated)
  -0.2%, x, x, 5.9, 62, -0.4%, -4.1%, x, -29.4%, 22.0%
- Cc1nn(-c2ccccc2)c(Cl)c1C(=O)NC1CCCCC1
  -0.1%, i, 1.1, 0.2, 30, x, -27.3%, 1.7%, -8.5%, 10.9%[20 µM]
- CCN(Cc1ccccc1)S(=O)(=O)c1ccc2c(c1)NC(=O)CS2
  -0.4%, x, x, 1.8, 46, 2.6%, -22.1%, x, 7.1%, -25.9%
- O=C(NC1CCS(=O)(=O)C1)c1ccccc1C(=O)c1ccccc1 (configuration not stated)
  -0.2%, i, 1.1, -1.5, 88, -0.6%, -8.8%, 0.3%, 7.2%, -15.9%
- COc1ccc(CCNC(=O)c2c(O)c3ccccc3[nH]c2=O)cc1OC
  -0.1%, x, x, 2.6, 61, -4.9%, 4.0%, x, 9.1%, -13.6%
- O=C(NCCCn1ccnc1)/C(=C/c1cccnc1)NC(=O)c1ccco1
  -0.2%, i, x, -0.9, 45, 0.7%, -2.9%, x, -0.5%, 27.8%
- Cc1ccc(C(=O)Nc2nncs2)cc1S(=O)(=O)N1CCOCC1
  -0.3%, i, 1.1, 3.8, 88, -3.7%, -8.9%, -2.7%, 9.7%, 26.7%
- O=C(CCc1nnc(CCc2ccccc2)o1)N1CCCCC1CCn1cccn1 (configuration not stated)
  -0.2%, i, 1.1, -0.3, 95, x, -11.6%, -0.3%, 8.2%, -25.7%[20 µM]
- O=C(NC(=S)N1CCN(c2ccccn2)CC1)c1ccccc1
  0.1%, i, 1, 0.5, 58, 3.2%, -42.3%, -1.6%, -2.2%, -14.2%
- O=C1CCCN1CCC1CCN(C(=O)Nc2ccccc2)CC1
  -0.1%, i, 1.1, -2.3, 67, -1.3%, -15.5%, -2.9%, -0.1%, -2.1%
- CNc1nc(N)c([N+](=O)[O-])c(Nc2ccccc2OC)n1
  0.0%, x, x, 5.0, 76, -1.9%, 4.8%, x, -6.2%, -12.9%
- c1ccc(N2CCN(c3ccccc3)C2c2cccs2)cc1
  0.0%, i, 1.1, 3.0, 78, -0.6%, 8.2%, -3.8%, -17.4%, -20.4%
- FC(F)Sc1nnc(-c2cccs2)n1-c1ccccc1
  -0.1%, i, 1.1, -0.1, 55, -1.9%, -31.8%, x, 6.0%, 40.5%
- COC(=O)c1ccccc1NC(=O)[C@@H]1CCC(=O)N1C1OC(=O)c2c1ccc(OC)c2OC (some centres not stated)
  0.4%, x, x, 0.6, 105, -9.9%, -10.9%, x, 7.0%, -23.0%[20 µM]
- O=C(/C=C/c1ccc2c(c1)OCO2)N1CCN(c2ccccc2F)CC1
  -0.2%, i, 1.1, -1.1, 57, -1.9%, -20.9%, -3.8%, -1.3%, x
- CCN(c1ccccc1)S(=O)(=O)c1cc(NC(=O)CSc2n[nH]c(=O)[nH]c2=O)ccc1Cl
  0.2%, i, x, 0.2, 61, -5.8%, -7.9%, x, 0.6%, -17.7%
- FC(F)(F)c1cc(CCN2C(=S)NC[C@@H]2c2ccccc2)cc(C(F)(F)F)c1
  1.2%, i, x, 4.9, 99, -2.5%, 0.3%, x, 18.0%, 26.6%
- CCc1cc(C(=O)N/N=C/c2c(C)[nH]c3ccccc23)cs1
  0.0%, i, 1, 9.0, 29, 2.3%, 19.6%, -0.4%, 8.5%, 19.9%
- CCOC(=O)C1=C(C)N=c2s/c(=C3\C(=O)Nc4ccccc43)c(=O)n2C1c1ccc2c(c1)OCO2 (configuration not stated)
  -0.2%, i, 0.8, 11.7, 74, -3.9%, 2.8%, -2.1%, 0.9%, -28.4%
- Nc1nc(SCC(=O)c2cccc([N+](=O)[O-])c2)n[nH]1
  0.5%, i, 1.1, 0.7, 89, -2.2%, 2.0%, -0.9%, 14.7%, 8.4%
- O=C(NCCN1CCCCCC1)C1CCC(CNS(=O)(=O)c2cccc3cccnc23)CC1 (configuration not stated)
  0.3%, i, 1.1, -2.5, 49, 5.7%, 11.4%, -1.7%, 16.8%, -23.8%
- CCC1CCCCN1CCCNC(=O)c1cc2c(=O)[nH]c3ccccc3c2n1C (configuration not stated)
  -0.4%, i, 1.1, 1.8, 39, -1.9%, -5.7%, -9.3%, 9.8%, 5.1%
- O=C(NCc1ccccc1Cl)C1CCC(=O)N1Cc1ccc(F)cc1 (configuration not stated)
  0.5%, x, x, -0.9, 94, -2.4%, -9.4%, x, 1.9%, -17.1%
- COC(=O)NNC(=S)Nc1ccc(Br)cc1
  0.5%, i, 1.3, -0.4, 27, -5.1%, -22.8%, 0.1%, -3.0%, 15.6%

# Next section.
# Below each SMILES – GPR55 beta-arrestin, Yfh1-off respiration, TNAP activators, NTR1 ag, NTR1 ag cell count 20 µM, KOR beta-arrestin-1, NOD1 inhibition, ER stress rescue, HEK293 NOD2/NF-kB, KOR beta-arrestin-2
- COCCCNc1nc2ccccc2nc1NS(=O)(=O)c1ccc(Cl)cc1
  -0.1%, x, x, 1.5, 61, -1.5%, -4.5%, x, 3.7%, 41.7%
- NC(=O)Cn1c(=O)oc2ccccc21
  -0.1%, i, 1.1, -0.7, 96, -4.9%, -15.5%, 0.1%, -12.1%, 17.5%
- COc1c2c(cc3ccc(=O)oc13)CCO2
  -0.1%, x, x, 0.5, 60, -6.3%, -11.9%, x, 5.9%, -5.6%[20 µM]
- CSCCC(NC(=O)c1ccccc1)C(=O)NCc1ccco1 (configuration not stated)
  0.1%, i, 1.1, 0.1, 38, -1.5%, -30.2%, -1.2%, -6.0%, 13.5%
- O=C(NC1CCCCC1)NC1CC2CCC(C1)N2C(=O)NCc1ccccc1 (configuration not stated)
  -0.1%, x, 1.2, 0.6, 81, -5.8%, 12.2%, -0.9%, 6.0%, -18.9%
- Fc1cccc(CSc2ccc3nnc(-c4cccnc4)n3n2)c1
  0.3%, i, 1.1, 0.8, 50, -3.8%, 10.1%, 0.2%, 9.6%, -30.5%
